Source: PubChem (National Center for Advancing Translational Sciences (NCATS))
ERG-DNA inh: inhibitors of human ERG Ets domain-DNA interaction; P11308; fluorescence polarization, His-ERG Ets domain / labelled DNA; Potency, µM (titrated, usually from 76.9 µM), for the others: top-dose FP activity, negative = inhibition, actives largely listed as inhibitors; 0.028% of 370,000 active; AID 624246; active = well fitted inhibition curve with a large enough effect in the polarisation, with a control signal flat; inconclusive = small, poorly fitted or top-dose-only effect, or effect the other way, or a change in a side signal; inactive = no such curve, though single readings can be large or run the other way; the % refers to the polarisation;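 note: polarization taken with two DNA probes labelled with fluorescein and Texas red; potency is the fitted concentration of half-maximal effect; % of control where 0% means no effect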
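His-tagged ERG Ets domain (1 uM in the protein solution; 300mM KCl, 50mM Tris-HCl, 1mM EDTA, 1mM DTT, pH 7.5) received compound, then a probe mix of 5 nM fluorescein-DNA and 100nM Texas-615-DNA. Fluorescence polarization was read for both dyes.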
POLK inh: inhibitors of human DNA polymerase kappa | purified Pol kappa, fluorescent DNA synthesis assay, 10 min | 0.53% of 400,000 active | Potency, µM (highest dose often 107 µM), for the others: at the highest dose activity, negative = inhibition, actives largely listed as inhibitors | Q9UBT6; note: potency is the fitted concentration of half-maximal effect; % is set by controls: 0 for no effect and ±100 for the full control effect
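Fluorescent qHTS in 1536-well format: enzyme (10 nM) and compound sat 15 min at room temperature before 50 nM substrate (final) was added. Signal taken at 0 and 10 min; no-enzyme buffer wells were negative controls.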
APEX1 inh: inhibitors of human APE1 endonuclease. recombinant APE1, TAMRA/BHQ-2 abasic DNA cleavage fluorescence. Potency, µM (highest dose often 65.8 µM), inactives show at the top dose activity change, negative = inhibition, usual class: inhibitors. P27695. 0.35% of 350,000 active;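 note: potency is the fitted concentration of half-maximal effect; plate controls were vehicle for no effect and reference inhibitor for full effect; nearly all actives have a fitted effect of over 55% in size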
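0.75 nM APE1 + cpd, 15 min RT; start w/ 50 nM TAMRA/BHQ-2 THF-abasic dsDNA; kinetic fluor 525/598 nm ×3 reads @60 s; Δ(read3−read1); normalized to DMSO and NSC13755 control wells.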
Pol beta inh: inhibitors of human DNA polymerase beta | P06746 | Pol beta primer extension/strand displacement, fluorescence kinetic | Potency, µM (doses to about 114 µM), inactives show top-dose activity change, negative = inhibition, actives largely listed as inhibitors | 1.3% of 340,000 active | AID 485314; note: potency is the fitted concentration of half-maximal effect; % is set by controls: 0 for no effect and ±100 for the full control effect
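Kinetic readout of DNA synthesis with strand displacement by Pol beta. Compound and 10 nM enzyme sit 15 min at room temperature; 50 nM substrate starts the reaction, read immediately and at 10 min.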
POLI inh: DNA polymerase iota (human) inhibition; Q9UNA4; Pol iota fluorescent replication assay, 10 min; Potency, µM (series often up to 115 µM), inactives show at the highest dose activity, negative = inhibition, actives largely listed as inhibitors; 1% of 390,000 active; note: potency is the fitted concentration of half-maximal effect
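Pol iota at 10 nM preincubated 15 min with compounds at room temperature; reaction started with fluorescent substrate, 50 nM final. Fluorescence read kinetically at 0 and 10 min; buffer-only wells as negative control.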
Apoferritin bind: candidate novel general anesthetic via apoferritin binding; P02791; apoferritin/1-aminoanthracene competitive binding, fluorescence; Potency, µM (titrated, usually from 77.5 µM), inactives show at the top dose activity change, negative = displacement, usual class: inhibitors; 0.074% of 350,000 active; note: potency is the fitted concentration of half-maximal effect; % is set by controls: 0 for no effect and ±100 for the full control effect; nearly all actives have a fitted effect of over 20% in size
Target sequence (P02791 2-175 limits assumed): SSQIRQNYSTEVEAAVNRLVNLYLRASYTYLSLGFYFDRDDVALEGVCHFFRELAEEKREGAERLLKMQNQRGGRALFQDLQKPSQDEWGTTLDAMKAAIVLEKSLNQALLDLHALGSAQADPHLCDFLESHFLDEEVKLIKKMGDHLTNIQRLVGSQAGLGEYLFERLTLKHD
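Read-out: endpoint 1-AMA fluorescence, excitation 380 nm and emission 535 nm, after compounds sit 10 min at room temperature with 10 uM horse-spleen apoferritin in 50% saturated 1-AMA/PBS. Values come from four-parameter Hill fits.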
BLM inh: inhibitors of human Bloom syndrome helicase BLM; P54132; recombinant BLM DNA unwinding, fluorescence dequenching; Potency, µM (highest dose often 56.1 µM), for inactives: at the highest dose activity change, negative = inhibition, most hits filed as inhibitors; 0.2% of 350,000 active; AID 2528;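 note: potency is the fitted concentration of half-maximal effect; plate controls were vehicle for no effect and no enzyme for full effect; nearly all actives have a fitted effect of over 35% in size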
TRHR ag: agonists of human TRH receptor; TRHR cells, calcium flux fluo-8, FDSS agonist mode; activation, % at 2 µM; 0.18% of 360,000 active; AID 493084; in the data active = activation above about 30%; note: 0% is about no effect
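Agonist-mode FDSS calcium read (Ex 480/Em 530, 1 s cycles) in 1536-well TRHR cells with fluo-8 dye, after 10-cycle baseline and 23 nL compound addition; TRH at EC20 (10 nM final) added afterwards for the enhancer phase.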
12-LOX inh: inhibitors of human 12S-lipoxygenase ALOX12; P18054; purified 12hLO, xylenol orange hydroperoxide absorbance; Potency, µM (top dose mostly 108 µM), for the others: at the top dose activity change, negative = inhibition, most hits filed as inhibitors; 1.1% of 580,000 active; AID 1671190; note: potency is the fitted concentration of half-maximal effect; % is set by controls: 0 for no effect and ±100 for the full control effect
Target sequence (P18054 whole entry, looked up): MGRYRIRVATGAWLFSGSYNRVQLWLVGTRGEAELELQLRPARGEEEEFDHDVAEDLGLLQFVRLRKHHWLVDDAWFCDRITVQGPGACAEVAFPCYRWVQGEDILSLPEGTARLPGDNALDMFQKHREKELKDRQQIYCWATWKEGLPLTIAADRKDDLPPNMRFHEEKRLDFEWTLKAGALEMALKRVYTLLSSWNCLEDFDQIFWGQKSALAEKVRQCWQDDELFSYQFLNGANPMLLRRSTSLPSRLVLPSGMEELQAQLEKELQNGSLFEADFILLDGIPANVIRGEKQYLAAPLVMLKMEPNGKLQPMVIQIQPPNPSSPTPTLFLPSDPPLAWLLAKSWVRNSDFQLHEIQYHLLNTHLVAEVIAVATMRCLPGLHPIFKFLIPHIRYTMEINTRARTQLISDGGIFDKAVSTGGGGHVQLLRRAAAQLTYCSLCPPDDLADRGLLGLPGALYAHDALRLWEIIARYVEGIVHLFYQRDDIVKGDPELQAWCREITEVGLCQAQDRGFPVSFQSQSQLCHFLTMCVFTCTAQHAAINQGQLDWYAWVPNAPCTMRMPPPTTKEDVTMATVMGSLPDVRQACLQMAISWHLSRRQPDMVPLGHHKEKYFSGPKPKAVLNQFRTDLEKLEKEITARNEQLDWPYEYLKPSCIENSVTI
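Hydroperoxide product was detected by ferrous iron/xylenol orange as the 573 to 405 nm absorbance ratio. Arachidonic acid at 40 uM (final) was turned over for 30 min at room temperature by 150 nM human 12hLO, pH 7.0 Hepes buffer, after 15 min compound preincubation.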
* = called active by the depositor; & = joins results of further samples; [ ] = remark or other dose. Unless noted, calls come from the whole dose curve; as a rule, active = well fitted curve in the direction sought with a large enough effect; inconclusive = small, poorly fitted or top-dose-only effect, or another doubt; inactive = no such curve, though single readings can be large; an effect the other way counts as inactive or inconclusive. Some of the compounds tested. The share of hits here may be higher or lower than overall.

What do the screens show for `COC(=O)c1cc(C(=O)OC)cc(-n2c(C)cc(C(=O)CC#N)c2C)c1`?
POLK inh: -8%; APEX1 inh: -1%; Pol beta inh: 11%; POLI inh: 17%; Apoferritin bind: -21%; BLM inh: -5%; TRHR ag: 0.3; 12-LOX inh: 2%

Results for COc1cc(/C=N/NC(=O)CCn2cnc(-c3ccccc3)c2-c2ccccc2)ccc1O ?
ERG-DNA inh: -7%; POLK inh: -10%; APEX1 inh: 6%; Pol beta inh: -28%; POLI inh: -13%; Apoferritin bind: -10%; BLM inh: -2%; TRHR ag: -0.5; 12-LOX inh: -3%

How did CN1CCN(C(=O)c2ccc(N3CCCC3=O)cc2)CC1 do in these assays?
ERG-DNA inh: 9%; POLK inh: 6%; APEX1 inh: 1%; Pol beta inh: -21%; POLI inh: -5%; Apoferritin bind: -11%; BLM inh: -2%; TRHR ag: 0.6; 12-LOX inh: 0%

How did COc1ccc(Oc2ncc3ncc(=O)n(Cc4cccs4)c3n2)cc1 do in these assays?
POLK inh: -4%[60.1 µM]; APEX1 inh: 14%; BLM inh: 0%; 12-LOX inh: inconclusive

How did CCOC(=O)NC1(C(F)(F)F)NC(=O)N(C2CCCCC2)C1=O (stereo not given) do in these assays?
POLK inh: -2%; APEX1 inh: 3%; Pol beta inh: -1%; POLI inh: -1%; Apoferritin bind: -1%; BLM inh: -1%; TRHR ag: -0.8; 12-LOX inh: 12%

What do the screens show for `CN(C)S(=O)(=O)c1cccc(NC(=O)CSc2nnnn2-c2ccccc2)c1`?
ERG-DNA inh: -2%; POLK inh: -6%; APEX1 inh: 12%; Pol beta inh: inconclusive; POLI inh: 24%; Apoferritin bind: -22%; BLM inh: 9%; TRHR ag: -0.6; 12-LOX inh: -12%

What do the screens show for `CCc1ccc(CN(C)C(=O)c2cc(S(=O)(=O)N3CCOCC3)ccc2N2CCCC2)cc1`?
ERG-DNA inh: 2%; POLK inh: -4%; APEX1 inh: 10%; POLI inh: 15%; TRHR ag: 0.8; 12-LOX inh: -21%

Results for Cc1cc(Cl)ccc1N(CC(=O)NCc1ccccc1)S(C)(=O)=O ?
ERG-DNA inh: -1%; POLK inh: 4%; APEX1 inh: 13%; Pol beta inh: 9%; POLI inh: 11%; Apoferritin bind: -13%; BLM inh: -4%; TRHR ag: 0.7; 12-LOX inh: 25%

Results for COc1ccc(-n2c(=S)[nH]c3[nH]ncc3c2=O)cc1 ?
ERG-DNA inh: 2%; POLK inh: -9%; APEX1 inh: 15%; Pol beta inh: -12%; POLI inh: 146%[activator]; Apoferritin bind: 6%; BLM inh: 0%; TRHR ag: -0.4; 12-LOX inh: 15%

Results for CN1CCN(C(=S)NC(=O)c2ccc(-c3ccccc3)cc2)CC1 ?
ERG-DNA inh: 6%; POLK inh: -2%; APEX1 inh: 1%; Pol beta inh: 0%; POLI inh: 24%; Apoferritin bind: -7%; BLM inh: -1%; TRHR ag: 0.7; 12-LOX inh: -22%

The final 2 compounds of the part above come first, to join the parts.
Results for COc1ccc(-n2c(=S)[nH]c3[nH]ncc3c2=O)cc1 ?
ERG-DNA inh: 2%; POLK inh: -9%; APEX1 inh: 15%; Pol beta inh: -12%; POLI inh: 146%[activator]; Apoferritin bind: 6%; BLM inh: 0%; TRHR ag: -0.4; 12-LOX inh: 15%

Results for CN1CCN(C(=S)NC(=O)c2ccc(-c3ccccc3)cc2)CC1 ?
ERG-DNA inh: 6%; POLK inh: -2%; APEX1 inh: 1%; Pol beta inh: 0%; POLI inh: 24%; Apoferritin bind: -7%; BLM inh: -1%; TRHR ag: 0.7; 12-LOX inh: -22%

Results for O=C(CCCn1c(=S)[nH]c2ccsc2c1=O)Nc1ccc2c(c1)OCCO2 ?
ERG-DNA inh: 13%; POLK inh: -10%; APEX1 inh: 1%; Pol beta inh: 1%; POLI inh: 111%[activator]; Apoferritin bind: -6%; BLM inh: -4%; TRHR ag: 0.2; 12-LOX inh: 0%

Results for C=CCn1cc(C(C)=O)c(=O)[nH]c1=O ?
ERG-DNA inh: 1%; POLK inh: 8%; APEX1 inh: 1%; Pol beta inh: 3%; POLI inh: 19%; Apoferritin bind: 2%; BLM inh: 1%; TRHR ag: 0.6; 12-LOX inh: 5%

Results for Cn1ccc2cc(NC(=O)Nc3cccnc3)ccc21 ?
ERG-DNA inh: 6%; POLK inh: 4%; APEX1 inh: -10%&-7%; POLI inh: -14%; Apoferritin bind: -5%; BLM inh: -9%&-13%; 12-LOX inh: inconclusive

What do the screens show for `O=C(COC(=O)c1ccc(Br)cc1)NCc1ccc(F)cc1`?
ERG-DNA inh: 0%; POLK inh: 4%; APEX1 inh: 22%; Pol beta inh: 9%; POLI inh: 29%; Apoferritin bind: -3%; BLM inh: -1%; TRHR ag: -0.6; 12-LOX inh: -20%

Results for CCCC(=O)NCC(c1cccs1)S(=O)(=O)c1ccc(C)cc1 (stereo not given) ?
ERG-DNA inh: 6%; POLK inh: 4%; APEX1 inh: 11%; Pol beta inh: 25%; POLI inh: inconclusive; Apoferritin bind: -2%; BLM inh: 0%; TRHR ag: -0.3; 12-LOX inh: -10%

What do the screens show for `NC(=O)CN1C(=O)C(=O)N(Cc2cccc(C(F)(F)F)c2)C1=O`?
ERG-DNA inh: -1%; POLK inh: -3%[60.1 µM]; APEX1 inh: 0%; Pol beta inh: 61%; POLI inh: 15%; Apoferritin bind: -6%; BLM inh: -5%; TRHR ag: -0.7; 12-LOX inh: 0%

Results for CCC(=O)n1nc(-c2ccco2)nc1SCc1ccccc1 ?
ERG-DNA inh: 2%; POLK inh: -4%; APEX1 inh: -2%; Pol beta inh: 22µM*; POLI inh: 14%; Apoferritin bind: -16%; BLM inh: -10%; TRHR ag: 0.1; 12-LOX inh: inconclusive

Results for CCCNc1ncnc2c1c(-c1ccccc1)cn2-c1ccccc1 ?
ERG-DNA inh: -4%; POLK inh: 0%[60.1 µM]; Pol beta inh: 7%; POLI inh: -4%; Apoferritin bind: 4%; BLM inh: -8%; TRHR ag: -0.2; 12-LOX inh: inconclusive

How did Cn1c(C(=O)N2CCN(Cc3ccc4c(c3)OCO4)CC2)cc2c(=O)n(C)c3ccccc3c21 do in these assays?
ERG-DNA inh: -4%; POLK inh: -16%; APEX1 inh: -6%; Pol beta inh: -14%; POLI inh: -8%; Apoferritin bind: -11%; BLM inh: -3%; TRHR ag: -0.9; 12-LOX inh: inconclusive

Results for CN(Cc1nc(Cc2cccc(F)c2)no1)CC1COCCO1 (stereo not given) ?
ERG-DNA inh: 2%[15.4 µM]; POLK inh: 0%; APEX1 inh: 5%; Pol beta inh: -20%; POLI inh: 61%[activator]; Apoferritin bind: -5%; BLM inh: -3%; TRHR ag: 0.1; 12-LOX inh: 10%

What do the screens show for `CC(NC(=O)NCCCn1ccnc1)(C(F)(F)F)C(F)(F)F`?
ERG-DNA inh: 1%; POLK inh: -20%; APEX1 inh: -2%; Pol beta inh: 14%; POLI inh: 4%; Apoferritin bind: -6%; BLM inh: -1%; TRHR ag: 0.1; 12-LOX inh: 0%

What do the screens show for `Cc1ccc(C(=O)Nc2cc(=O)n(C)c(=O)n2C)cc1C`?
ERG-DNA inh: -11%; POLK inh: -8%; APEX1 inh: -4%; Pol beta inh: 14%; POLI inh: 22%; Apoferritin bind: -6%; BLM inh: 3%; TRHR ag: 0.9; 12-LOX inh: -8%

What do the screens show for `CC(C)(C)n1nnnc1CN1CCN(C2CCCC2)CC1`?
ERG-DNA inh: 0%; POLK inh: -16%; APEX1 inh: 1%; Pol beta inh: 3%; POLI inh: 12%; Apoferritin bind: -4%; BLM inh: -4%; TRHR ag: 0.7; 12-LOX inh: 77%[activator]

How did O=C(N/N=C1\CCc2ccccc21)c1ccc(O)cc1 do in these assays?
ERG-DNA inh: -17%; POLK inh: -3%; APEX1 inh: -1%; Pol beta inh: 0%; POLI inh: 129%[activator]; Apoferritin bind: -8%; BLM inh: -14%; TRHR ag: -1.7; 12-LOX inh: 18%

What do the screens show for `Cc1cn(C)c(CC(=O)Nc2ccc(F)cc2Cl)c1C(=O)O`?
ERG-DNA inh: -1%; POLK inh: 0%[60.1 µM]; Pol beta inh: 37%[activator]; POLI inh: 0%; Apoferritin bind: 2%; BLM inh: 5%; TRHR ag: 0.3; 12-LOX inh: -29%

How did O=C(Nc1ccnn1C1CCN(Cc2ccccc2F)CC1)C1CCCC1 do in these assays?
ERG-DNA inh: -9%; POLK inh: -24%; APEX1 inh: -11%; Pol beta inh: inconclusive; POLI inh: 9%; Apoferritin bind: -11%; BLM inh: -1%; TRHR ag: -0.1; 12-LOX inh: 171%[activator]

What do the screens show for `O=C(Nc1ccc2c(c1)N(C1CCCC1)C(=O)c1ccccc1S2)c1ccccc1F`?
ERG-DNA inh: 1%; POLK inh: 1%[60.1 µM]; Pol beta inh: 2%; POLI inh: 6%; Apoferritin bind: -6%; BLM inh: -7%; TRHR ag: 0.7; 12-LOX inh: -3%

Results for CC(C(=O)Nc1ccccc1)c1ccc(-c2ccccc2)c(F)c1 (stereo not given) ?
ERG-DNA inh: 6%; POLK inh: -11%; APEX1 inh: -1%; Pol beta inh: -6%; POLI inh: -8%; Apoferritin bind: -3%; BLM inh: -11%; TRHR ag: 1.7

How did Cn1c(Cl)c(/C=N/OC(=O)C(C)(C)C)c2ccccc21 do in these assays?
ERG-DNA inh: 7%; POLK inh: -12%; APEX1 inh: 3%; Pol beta inh: 0%; POLI inh: 52%[activator]; Apoferritin bind: -11%; BLM inh: -3%; TRHR ag: 0.2; 12-LOX inh: 6%
